Cneo AK release: Cryptococcus neoformans lysis via adenylate kinase release. C. neoformans lysis, adenylate kinase release luminescence, 4 h; normalised: neutral wells 0, clomiphene wells 100. lysis activity, % at 15 µM. 360,000 compounds, 0.2% hits;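 active = mean lysis activity across replicates of at least 80%, whatever share of replicates individually reach that level; inactive = mean lysis activity below 80%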
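Material – log-phase Cryptococcus neoformans yeast cells · Input – 5 × 10^6 yeast cells/mL · Medium – fresh YPD growth medium · Doses – single compound concentration per well · Timing – static 4 h at 37 °C with compound, 1 h detection · Detection – adenylate kinase release luminescence · Read-out – signal increase indicating cell lysis · Control set – Clomiphene as positive lysis control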
PGC1a acetyl inh: PGC1a acetylation modulation, inhibitor mode | U2OS PGC1a acetylation, AlphaScreen anti-acetyl-lysine; with virally co-expressed GCN5 acetyltransferase | inhibition, % at 15.6 µM | 350,000 compounds, 0.17% hits | AID 651687;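 active = every replicate shows inhibition of at least 40%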;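 also: 0% = neutral control wells and 100% = positive control wells; some results beyond the cut were filed as inactive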
GSIS activator: GLuc luminescence reporter in INS-1E cells, primary screen for activators of glucose-dependent secretion of insulin. INS-1E GLuc reporter insulin secretion, 2-3 h. activation, % at 16.6 µM. 370,000 compounds, 0.61% hits;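 active = lowest replicate activation of at least 40%, so every replicate reaches that level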;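 also: 0% = median of neutral control wells and 100% = median of IBMX positive control wells; some compounds called inactive have numbers as strong as hits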
ARNT-TACC3 inh: disrupts binding between human ARNT and TACC3 | AlphaScreen His-ARNT PAS-B/GST-TACC3 binding, luminescence; TACC3 fragment carries E629A point mutation | inhibition, % at 9.99 µM | 390,000 compounds, 0.66% hits | AID 623870;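 active = mean inhibition of replicates at least 50% and at least half of replicates each reaching 50%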;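 also: 0% = complete ARNT plus TACC3 wells and 100% = ARNT alone without TACC3; many hits fall short of the cut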
Statin myotox sup: suppressors of simvastatin-induced myotoxicity in C2C12 myotubes | ATP luminescence, 48 h; scaled: DMSO 0, geranylgeraniol control 100 | rescue of ATP level, % at 7.49 µM | 330,000 compounds, 0.78% hits | AID 602340;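 active = mean ATP rescue above about 67%, or every replicate alone reaching that limit, limit read from the data, passing the limit was not always enough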;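 also: myotubes were challenged with 10 µM simvastatin during compound exposure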
LGR2 antag: Drosophila LGR2 receptor signaling inhibition | HEK293 LGR2, CRE-luciferase, bursicon-stimulated, 4 h | inhibition, % at 9.99 µM | 380,000 compounds, 0.35% hits | AID 720647;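 active = drop in luminescence signal, shown as inhibition above about 50% in the replicate tests, limit read from the data, passing the limit was not always enough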;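 also: agonist challenge used bursicon conditioned medium at about half maximal strength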
PAX8 reporter: lowers PAX8-driven luciferase in RMG-I cells; inhibition, % at 12.6 µM; 360,000 compounds, 1.2% hits; RMG-I TPO-luciferase reporter, SteadyGlo, 24 h;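 active = mean replicate inhibition at least 60% with every replicate also reaching 60%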;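 also: luciferase light reporting Pax8 driven TPO promoter activity; plate controls were median of neutral control wells for no effect and mitoxantrone controls for full effect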
PglD inh: inhibitors of Campylobacter jejuni PglD acetyltransferase; purified PglD enzyme, DTNB colorimetric CoA detection; inhibition, % at 12.5 µM; 360,000 compounds, 0.098% hits; AID 602405; in the data active = inhibition above about 16%, passing the limit was not always enough; also: strong numbers were not always called active
Active calls of the source: *; . = no result given.

Field names: A = Cneo AK release; B = PGC1a acetyl inh; C = GSIS activator; D = ARNT-TACC3 inh; E = Statin myotox sup; F = LGR2 antag; G = PAX8 reporter; H = PglD inh
CCOc1ccc(OCCn2c(=S)[nH]c3c(N)ncnc32)cc1
  A: 2 | B: 2 | C: -6 | D: 4 | E: 2 | F: -3 | G: 4 | H: 0

O=C(O)c1ccc2cccnc2c1O
  A: 9 | B: -2 | C: -17 | D: 27 | E: 5 | F: -14 | G: 6 | H: 1

O=C(NCc1cccnc1)c1cc(Sc2ccc(F)cc2F)nc2ccccc12
  A: 2 | B: . | C: -74 | D: 4 | E: 3 | F: 33 | G: 8 | H: -1

Cc1ccc2nc3c(cc(C#N)c(=O)n3-c3nccs3)c(=O)n2c1
  A: 8 | B: 14 | C: . | D: 5 | E: 10 | F: . | G: . | H: 0

O=C(NCc1n[nH]c(=O)c2ccccc12)C1CC(=O)N(c2ccccc2)C1 (stereo not drawn)
  A: -3 | B: . | C: 7 | D: -6 | E: 19 | F: -10 | G: -13 | H: -3

CCCC(=O)N1CCC1(C)C(=O)Nc1ccccc1C(C)(C)C (stereo not drawn)
  A: 4 | B: -5 | C: . | D: . | E: -5 | F: -7 | G: 5 | H: -2

CC1(C)NC(=O)N(CC(=O)N2CCN(S(=O)(=O)c3ccccc3F)CC2)C1=O
  A: 0 | B: 0 | C: 14 | D: 0 | E: -6 | F: 5 | G: -5 | H: 2

COc1cccc(NC(=O)c2ccccc2C(F)(F)F)c1
  A: -5 | B: 9 | C: 40 | D: 7 | E: 13 | F: 1 | G: -18 | H: -4

CC(=NNC(=O)c1ccncc1)c1ccc(O)cc1O
  A: 0 | B: 7 | C: 17 | D: 85* | E: -3 | F: -5 | G: 16 | H: 2

CC(C)NC(=O)Nc1ccc2c(c1)C(=O)N([C@H](C)CO)C[C@H](C)[C@@H](CN(C)Cc1ccncc1)O2
  A: -7 | B: 3 | C: 12 | D: 6 | E: -3 | F: . | G: -17 | H: 4

Cc1nn(C)cc1CNC(=O)c1cccc(Br)c1
  A: -2 | B: 1 | C: . | D: -3 | E: -5 | F: . | G: . | H: 1

C[C@@H]1CN([C@H](C)CO)C(=O)c2cc(C#C[C@@H](C)O)cnc2O[C@@H]1CN(C)C(=O)c1ccncc1
  A: -1 | B: 2 | C: 17 | D: -2 | E: 3 | F: 4 | G: . | H: -1

O=C(C[C@H]1CC[C@H]2[C@@H](COC[C@H](O)CN2S(=O)(=O)c2cccc(Cl)c2)O1)Nc1ccccc1
  A: 3 | B: 2 | C: -3 | D: -7 | E: -13 | F: -6 | G: -26 | H: 3

O=C1C=CC(=O)N1c1ccc2ccccc2c1
  A: 3 | B: -31 | C: 5 | D: -17 | E: 1 | F: -41 | G: -9 | H: -5

CC(=O)c1cccc(S(=O)(=O)N2CCC(C(=O)Nc3cccc(C(=O)NC4CC4)c3)CC2)c1
  A: 2 | B: -1 | C: 37 | D: -11 | E: -2 | F: 2 | G: -5 | H: -2

Cc1ccc(NC(=O)COC(=O)CN2C(=O)NC3(CCCC3)C2=O)cc1Cl
  A: -1 | B: -6 | C: -11 | D: -8 | E: 10 | F: 4 | G: 0 | H: -4

CC(C)OC(=O)Cn1c(=O)oc2ccccc21
  A: 1 | B: -9 | C: . | D: 3 | E: -3 | F: . | G: . | H: -1

Cc1cccnc1C(NC(=O)C1CCN(CCOc2ccc(Cl)cc2Cl)CC1)c1ccc(Cl)cc1 (stereo not drawn)
  A: 4 | B: -15 | C: -10 | D: . | E: 29 | F: 1 | G: -10 | H: 5

Nc1nonc1-n1nnc(C(=O)N/N=C/c2cccs2)c1CSc1ccccc1
  A: -2 | B: -1 | C: . | D: -3 | E: -16 | F: -16 | G: 14 | H: 0

COc1ccc(-c2[nH]ncc2CN(C)Cc2cc(C)[nH]n2)c(F)c1
  A: -2 | B: -15 | C: 3 | D: 3 | E: -5 | F: -19 | G: 12 | H: -7

Cc1ccc(S(=O)(=O)/N=C(/Nc2nc(C)cs2)c2ccccc2)cc1
  A: -2 | B: . | C: -11 | D: . | E: 5 | F: 5 | G: -2 | H: 0

COc1ccc(Cn2c(O)c(C=Nc3ccc(OC)cc3)c3ccccc3c2=O)cc1
  A: . | B: 6 | C: 5 | D: 0 | E: . | F: 24 | G: -1 | H: -8

CCC(C)c1ccccc1OCCCCN1CCCC1 (stereo not drawn)
  A: 1 | B: . | C: 14 | D: . | E: . | F: -10 | G: 9 | H: -8

CCCCN(C(=O)c1ccc(NC(=O)C(C)C)cc1)c1ccccc1
  A: . | B: . | C: -1 | D: 4 | E: . | F: 7 | G: 19 | H: .

COc1cc(OC)c(S(=O)(=O)N2CCN(C(=O)c3ccccc3F)CC2)cc1NC(C)=O
  A: . | B: 3 | C: 6 | D: -4 | E: . | F: -2 | G: 10 | H: .

In the list so far, five have fluorine.
Field names: A = Cneo AK release; B = PGC1a acetyl inh; C = GSIS activator; D = ARNT-TACC3 inh; E = Statin myotox sup; F = LGR2 antag; G = PAX8 reporter; H = PglD inh
O=C(NCc1cccnc1)c1cc(Sc2ccc(F)cc2F)nc2ccccc12
  A: 2 | B: . | C: -74 | D: 4 | E: 3 | F: 33 | G: 8 | H: -1

CC1(C)NC(=O)N(CC(=O)N2CCN(S(=O)(=O)c3ccccc3F)CC2)C1=O
  A: 0 | B: 0 | C: 14 | D: 0 | E: -6 | F: 5 | G: -5 | H: 2

COc1cccc(NC(=O)c2ccccc2C(F)(F)F)c1
  A: -5 | B: 9 | C: 40 | D: 7 | E: 13 | F: 1 | G: -18 | H: -4

COc1ccc(-c2[nH]ncc2CN(C)Cc2cc(C)[nH]n2)c(F)c1
  A: -2 | B: -15 | C: 3 | D: 3 | E: -5 | F: -19 | G: 12 | H: -7

COc1cc(OC)c(S(=O)(=O)N2CCN(C(=O)c3ccccc3F)CC2)cc1NC(C)=O
  A: . | B: 3 | C: 6 | D: -4 | E: . | F: -2 | G: 10 | H: .

Continuation.
Field names: A = Cneo AK release; B = PGC1a acetyl inh; C = GSIS activator; D = ARNT-TACC3 inh; E = Statin myotox sup; F = LGR2 antag; G = PAX8 reporter; H = PglD inh
Cc1cccc2[nH]c(SCC(=O)N3CCOCC3)nc12
  A: 0 | B: 11 | C: 0 | D: -7 | E: . | F: -6 | G: -4 | H: 0

Cc1ccc(C(=O)NCC(c2ccco2)N2CCc3ccccc32)cc1C (stereo not drawn)
  A: 0 | B: . | C: -20 | D: -2 | E: 3 | F: -9 | G: 21 | H: 8

C[C@H]1CN([C@@H](C)CO)C(=O)c2cccc(NC(=O)C3CCCCC3)c2O[C@@H]1CN(C)Cc1ccc(C(=O)Nc2ccccc2N)cc1
  A: 10 | B: -12 | C: -19 | D: 12 | E: -9 | F: 11 | G: 17 | H: -3

CC(=O)Cc1cc(O)c2ccccc2c1OC(=O)c1ccccc1
  A: . | B: . | C: -60 | D: -3 | E: . | F: -16 | G: 11 | H: .

O=C(C[C@H]1CC[C@H](NC(=O)Nc2ccccc2)[C@@H](CO)O1)NCc1cccc(F)c1
  A: -1 | B: -1 | C: 21 | D: 0 | E: -6 | F: 3 | G: -15 | H: -2

Cc1ccc(-c2ncns2)cc1
  A: 2 | B: -7 | C: 19 | D: -4 | E: -2 | F: 0 | G: -18 | H: 1

C[C@@H]1CN([C@H](C)CO)S(=O)(=O)c2ccc(-c3cncnc3)cc2O[C@@H]1CN(C)C(=O)Cc1ccccc1
  A: 50 | B: -6 | C: 6 | D: -12 | E: -11 | F: 0 | G: -7 | H: 4

O=c1c(C=NCc2ccccc2)c(NCc2ccccc2)nc2ccccn12
  A: 4 | B: . | C: 14 | D: 3 | E: 6 | F: -23 | G: -7 | H: 0

CC(=O)/C(=C(/O)c1ccccc1)c1nc2ccccc2[nH]1
  A: 1 | B: 1 | C: 11 | D: 0 | E: -4 | F: 20 | G: -6 | H: 0

COc1ccccc1CC(NC(C)=O)C(=O)NC1CCN(C(=O)c2cccc(Cl)c2)CC1 (stereo not drawn)
  A: 0 | B: 5 | C: -7 | D: 4 | E: 2 | F: -4 | G: 18 | H: -4

O=C(Cc1ccccc1F)NNC(=O)c1ccncc1
  A: 1 | B: -13 | C: 6 | D: 20 | E: . | F: 13 | G: -12 | H: 0

CCCNC(=O)C[C@@H]1CC[C@@H]2[C@@H](COc3ccc(NC(=O)Cc4ccccc4)cc3C(=O)N2C)O1
  A: -4 | B: 2 | C: -5 | D: -1 | E: -10 | F: -22 | G: 0 | H: 0

Cc1cc(C)c(S(=O)(=O)N2CCN(C(=O)c3ccc(-n4cncn4)c([N+](=O)[O-])c3)CC2)c(C)c1
  A: . | B: . | C: 1 | D: 3 | E: . | F: -1 | G: -4 | H: .

Cc1cc(C)cc(OC(=O)CCN2C(=O)C3C4C=CC(C5CC45)C3C2=O)c1 (stereo not drawn)
  A: . | B: . | C: -20 | D: -5 | E: . | F: 14 | G: 9 | H: .

CCC(=O)Nc1nnc(S(=O)(=O)N2c3ccccc3CC2C)s1 (stereo not drawn)
  A: -2 | B: -12 | C: 3 | D: 28 | E: -3 | F: -1 | G: 0 | H: 0

Cc1ccc(S(=O)(=O)Cc2ccc(C(=O)N3CCC(C(N)=O)CC3)o2)cc1
  A: -3 | B: 0 | C: 13 | D: 33 | E: -8 | F: 6 | G: 7 | H: 5

c1ccc(Cc2ccc(OCCn3cncn3)cc2)cc1
  A: 0 | B: -9 | C: . | D: 0 | E: . | F: . | G: -9 | H: 2

O=C(OCN1C(=O)c2ccccc2C1=O)c1ccc(Cl)nc1
  A: -4 | B: . | C: 5 | D: -3 | E: 0 | F: 5 | G: -12 | H: -1

COc1ccc(C2C3C(C)=NN=C3CC(C)(O)C2C(C)=O)cc1 (stereo not drawn)
  A: -2 | B: -5 | C: 26 | D: -9 | E: . | F: 21 | G: 3 | H: -4

COc1ccc(Br)cc1C1Nc2cccc3cccc(c23)N1
  A: 2 | B: -1 | C: -4 | D: 4 | E: 12 | F: 3 | G: 32 | H: 4

An excerpt of these results, with each value named:
> O=C(C[C@H]1CC[C@H](NC(=O)Nc2ccccc2)[C@@H](CO)O1)NCc1cccc(F)c1
- Cneo AK release: -1
- PGC1a acetyl inh: -1
- GSIS activator: 21
- ARNT-TACC3 inh: 0
- Statin myotox sup: -6
- LGR2 antag: 3
- PAX8 reporter: -15
- PglD inh: -2

> Cc1ccc(-c2ncns2)cc1
- Cneo AK release: 2
- PGC1a acetyl inh: -7
- GSIS activator: 19
- ARNT-TACC3 inh: -4
- Statin myotox sup: -2
- LGR2 antag: 0
- PAX8 reporter: -18
- PglD inh: 1

Not a hit list; about 2.9% have a hit in one of these screens.
